# HKDC1 inhibitor: HKDC1 hexokinase inhibitors, primary screen, biochemical, fluorescence, uHTS; recombinant HKDC1, G6PDH/diaphorase resazurin coupled fluorescence; inhibition, % at 20 µM; hit rate 0.16% among 340,000;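 active means inhibition above about 35% when tested at 20 µM, limit read from the data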;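 further: plate controls were DMSO wells with enzyme for no effect and DMSO wells lacking enzyme for full effect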
#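 Assay system: recombinant HKDC1 hexokinase; detection: coupled resazurin fluorescence, excitation 525 nm, emission 613 nm; benchmarks: DMSO-plus-enzyme-mix negative control, buffer-substituted positive control; compound dosing: single 20 µM dose; schedule: 90 min at room temperature in dark; also added: glucose plus 1 mM ATP as hexokinase substrates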
# SENP8 block: human SENP8 protease inhibitors, primary screen, biochemical, fluorescence, Nedd8 protein substrate, uHTS; recombinant SENP8; inhibition, % at 20 µM; hit rate 0.64% among 360,000; AID 602440, 2012; in the data active means inhibition mostly above about 40%, no sharp cut-off; inactive means mostly below about 27%
# GRIN3A LBD mod: binders of NR3A ligand-binding domain, primary screen, biophysical, differential scanning fluorimetry, uHTS | Glutamate receptor ionotropic, NMDA 3A (GRIN3A) ligand-binding domain | NR3A LBD differential scanning fluorimetry, Tm shift; 0% = protein alone, 100% = glycine-bound protein | Tm shift relative to glycine control, % at 25 µM | hit rate 2.5% among 340,000 | AID 1259313, 2017;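 active means melting temperature shift of at least 10% of the positive control shift, at one fixed dose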
# MPTP block: mitochondrial permeability transition pore inhibitors, primary screen, biochemical, isolated mouse mitochondria, absorbance | inhibition, % at 10 µM | hit rate 1.4% among 360,000 | AID 602449, 2012 | Ca2+ swelling absorbance, 30 min;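 active means inhibition of 50% or more, scaled per plate between neutral and stimulator controls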;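 further: 0% = DMSO wells given calcium and 100% = 1 mM EGTA wells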
# PfGluPho inh: PfG6PD enzyme inhibitors, primary screen, biochemical, fluorescence intensity, uHTS; glucose-6-phosphate dehydrogenase-6-phosphogluconolactonase (Plasmodium falciparum 3D7); PfGluPho enzyme, NADPH resazurin-diaphorase fluorescence; inhibition, % at 20 µM; hit rate 0.78% among 350,000; AID 504690, 2011;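 active means inhibition reaching at least a set limit at 20 µM in the primary screen, cut at about 59% in these data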;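 further: 0% = DMSO wells with substrate and 100% = DMSO wells lacking glucose-6-phosphate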
# SENP7 block: SENP7 protease inhibitors, primary screen, biochemical, luminescence, uHTS. Sentrin-specific protease 7 (Homo sapiens), Q9BQF6. recombinant SENP7, Z-RLRGG-aminoluciferin luminescence, 40 min. inhibition, % at 5 µM. hit rate 1.5% among 330,000. AID 434973, 2010;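 active means inhibition above about 50% at the single test dose, limit read from the data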;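 further: plate controls were DMSO with enzyme for no effect and no enzyme buffer wells for full effect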
# Target sequence (Q9BQF6 706-1050 limits assumed): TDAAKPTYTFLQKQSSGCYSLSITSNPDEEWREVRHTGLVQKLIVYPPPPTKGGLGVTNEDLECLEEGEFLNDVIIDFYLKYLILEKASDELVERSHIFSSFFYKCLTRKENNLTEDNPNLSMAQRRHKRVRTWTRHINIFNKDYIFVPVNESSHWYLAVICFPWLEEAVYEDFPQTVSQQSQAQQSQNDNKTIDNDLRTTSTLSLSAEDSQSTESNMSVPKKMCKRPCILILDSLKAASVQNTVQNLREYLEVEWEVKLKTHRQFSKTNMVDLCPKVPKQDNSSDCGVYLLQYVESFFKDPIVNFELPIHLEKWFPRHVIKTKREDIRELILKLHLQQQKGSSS
# SENP6 inh: SENP6 protease inhibitors, primary screen, biochemical, luminescence, uHTS | Sentrin-specific protease 6 (Homo sapiens), Q9GZR1 | Recombinant SENP6 catalytic domain, aminoluciferin luminescence | hit rate 1.8% among 330,000 | inhibition, % at 10 µM;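 active means inhibition above about 50% at the single tested dose, limit read from the data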;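 further: plate controls were DMSO wells with enzyme for no effect and DMSO wells lacking enzyme for full effect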
# Target sequence (Q9GZR1 628-1112 limits assumed): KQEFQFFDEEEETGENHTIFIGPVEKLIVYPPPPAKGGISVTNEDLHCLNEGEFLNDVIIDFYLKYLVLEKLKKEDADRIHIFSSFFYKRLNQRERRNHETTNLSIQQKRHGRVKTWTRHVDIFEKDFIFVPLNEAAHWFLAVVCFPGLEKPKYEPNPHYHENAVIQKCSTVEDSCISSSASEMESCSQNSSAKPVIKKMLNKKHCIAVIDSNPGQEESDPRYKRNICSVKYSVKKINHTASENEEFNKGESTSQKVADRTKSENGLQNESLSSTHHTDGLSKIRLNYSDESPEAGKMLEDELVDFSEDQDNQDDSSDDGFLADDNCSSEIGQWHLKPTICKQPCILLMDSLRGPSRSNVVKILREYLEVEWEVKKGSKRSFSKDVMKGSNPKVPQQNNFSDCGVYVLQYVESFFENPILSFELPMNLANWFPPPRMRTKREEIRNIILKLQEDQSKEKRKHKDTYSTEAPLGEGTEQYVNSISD
# ATG4B inhibitor: ATG4B protease inhibitors, primary screen, biochemical, fluorescence, uHTS; Cysteine protease ATG4B (Homo sapiens), Q9Y4P1; ATG4B cleavage of LC3-PLA2, NBD-HPC fluorescence, 1 h; inhibition, % at 8.33 µM; hit rate 0.51% among 340,000; AID 504462, 2011; in the data active means inhibition above about 40%
# Starred values were filed as active, the others as inactive; / = not tested or not shown.
entry	structure	PfGluPho inh	MPTP block	ATG4B inhibitor	SENP8 block
1	C=CCn1c(SCCC)nc(O)cc1=O	-1	-0.3	1	4
2	COc1cc(NC(=O)c2cc(S(=O)(=O)N3CCCCC3)ccc2N2CCOCC2)cc(OC)c1OC	-1	0.2	-5	1
3	O=C1OCc2cc(NS(=O)(=O)c3cccs3)ccc21	-19	0.1	11	-6
4	CC(=O)N1c2ccc(S(=O)(=O)N3CCCC(C(=O)N4CCCC(C)C4)C3)cc2CC1C (configuration not stated)	-7	-0.3	-1	16
5	Cc1occc1C(=O)NNC(=O)C1CCCC1	0	1.2	7	26
6	CC(=O)c1ccc(NC(=O)/C(=C\c2cccs2)NC(=O)c2ccco2)cc1	-9	-0.3	-6	-7
7	CC(c1nccs1)N(C)C(=O)CCc1nnc(Cc2c[nH]c3ccccc23)o1 (configuration not stated)	4	1.2	-5	-2
8	COc1cccc2cc(C(C)N(CCCN3CCOCC3)C(=S)Nc3c(C)cccc3C)oc12 (configuration not stated)	6	3.8	-8	13
9	CCS(=O)(=O)c1ccc2oc(Nc3ccc(C(C)C)cc3)nc2c1	74*	-4.1	3	31
10	CCOc1ccc(C(=O)N2CCN(S(=O)(=O)c3ccc4c(c3)OCCO4)CC2)cc1OCC	-52	-1.1	9	23
11	COc1ccccc1NS(=O)(=O)c1ccc(C)c(C(=O)Nc2cc(C)on2)c1	-1	-0.7	-4	1
12	CCOc1ccc(NC(=O)c2cccnc2Cl)c([N+](=O)[O-])c1	-5	0.5	4	7

entry	HKDC1 inhibitor	SENP6 inh	SENP7 block	GRIN3A LBD mod
1	-4	7	-1	4
2	-2	/	/	1
3	-5	1	3	3
4	-3	-7	-17	-1
5	-3	10	-5	0
6	-5	6	3	-2
7	-6	-10	-6	0
8	1	-2	1	-1
9	-22	-17	5	-3
10	-3	5	1	0
11	-2	-4	9	-1
12	0	-12	-3	-6

# New compounds follow:
entry	structure	PfGluPho inh	MPTP block	ATG4B inhibitor	SENP8 block
13	Clc1ccc(CNC2CCCC2)c(Cl)c1	-10	0.1	5	7
14	Nc1ccccc1C(=O)N1O[C@@H]2C=C[C@H]1C2	-4	-0.7	4	-375
15	Cc1ccc(NC(C(=O)c2ccccc2)c2ccccc2)cc1 (configuration not stated)	8	0.3	9	9
16	O=C(NNC(=S)Nc1ccccc1C(F)(F)F)C1CC1	12	2.0	5	10
17	Cc1csc2nc(COC(=O)c3ccc(Cl)c([N+](=O)[O-])c3)cc(=O)n12	1	-0.9	-3	-20
18	O=C(OCc1ccc([N+](=O)[O-])cc1)c1ccc(N2CCCC2)c([N+](=O)[O-])c1	16	2.1	-2	24
19	O=C(NCc1ccco1)/C(=C/c1ccc([N+](=O)[O-])cc1)NC(=O)c1ccco1	5	-0.7	-4	4
20	CCOC(=O)c1c2c(c(=S)n(-c3ccccc3)c1N)CCC2	3	1.7	-8	4
21	O=C(COC(=O)c1cc[n+]([O-])cc1)Nc1ccccc1Cl	-21	0.1	10	-5
22	O=C1CC(c2ccccc2)SC(N(c2ccccc2)c2ccccc2)=N1 (configuration not stated)	-24	1.0	3	10
23	CCCCN1CNC(=S)N(c2ccc(C(=O)OCC)cc2)C1	-7	-0.9	-3	10
24	Fc1ccc(-c2cc(C(F)(F)F)n3ncnc3n2)cc1	-1	0.3	-9	-402

entry	HKDC1 inhibitor	SENP6 inh	SENP7 block	GRIN3A LBD mod
13	-11	1	1	-1
14	21	/	6	-1
15	3	/	/	0
16	-2	-24	-3	-3
17	2	1	-3	3
18	-6	-8	0	2
19	3	6	-1	1
20	4	-22	-4	-11
21	-5	10	7	-2
22	0	-1	1	-7
23	-9	-6	4	0
24	8	-7	1	6

# Later entries
entry	structure	PfGluPho inh	MPTP block	ATG4B inhibitor	SENP8 block
25	CCc1ccccc1NS(=O)(=O)c1ccc2c(c1)NC(=O)CC(=O)N2	-4	0.2	-7	6
26	CC(C)c1ccc(NC(=O)CSc2nc3ncccc3[nH]2)cc1	-20	3.7	-3	5
27	CCOc1cc(C(=O)N2CCN(c3ccccc3)CC2)cc(OCC)c1OCC	-9	-0.9	-13	0
28	CNc1snc(C)c1C(=O)OC(C)C(=O)Nc1cccc(C)c1 (configuration not stated)	-4	-1.1	-11	6
29	CC(=O)Nc1cccc(OCC(=O)Nc2sccc2C(N)=O)c1	9	0.1	-7	4
30	CC1(C)[C@H]2CC=C(CN3CCC(N4CCC(C(=O)N5CCCC5)CC4)CC3)[C@@H]1C2	-8	2.1	4	4
31	N/C(=N/O)c1ccccc1N1CCC(Cc2ccccc2)CC1	-11	4.1	40*	-4
32	COCc1c(C(=O)Nc2ccc(C)c(S(=O)(=O)N3CCOCC3)c2)oc2ccccc12	18	-0.4	-14	-19
33	O=C(CC(Cc1ccccc1)c1ccco1)NCc1ccco1 (configuration not stated)	6	1.4	5	-11
34	CCOC(=O)N1CCN(c2c(Nc3cc(C)[nH]n3)c(=O)c2=O)CC1	-17	-0.4	-1	26
35	O=c1c2ccccc2nnn1Cc1ccc2ccccc2c1	-3	0.2	-2	9
36	O=C(c1ccc2oc(CCCc3ccccc3)nc2c1)N1CCCC(CCCO)C1 (configuration not stated)	-2	1.6	-1	0

entry	HKDC1 inhibitor	SENP6 inh	SENP7 block	GRIN3A LBD mod
25	19	6	14	-1
26	1	-10	-2	-1
27	-3	-9	2	1
28	-4	-9	6	2
29	3	68*	67*	-14
30	-1	-8	3	1
31	-8	-2	-3	-2
32	5	/	/	-9
33	-4	5	0	1
34	-2	6	-1	-1
35	11	-3	-1	0
36	-1	-13	5	-3

# The results go on.
entry	structure	PfGluPho inh	MPTP block	ATG4B inhibitor	SENP8 block
37	COc1cccc(CNS(=O)(=O)c2cc(-c3cc(C)no3)ccc2C(C)C)c1	8	-0.9	5	7
38	CCO[C@@H]1OC(C(=O)N2CCN(Cc3ccc4c(c3)OCO4)CC2)=C[C@H](c2ccc3c(c2)OCO3)[C@H]1CCCO	3	/	-9	/
39	CCn1c(-c2ccccc2)c(C(=O)CC#N)c2ccccc21	-16	-1.1	2	-32
40	Cc1cccc(NS(=O)(=O)c2coc(C(N)=O)c2)c1C	-16	-2.2	6	11
41	CS(=O)(=O)Cc1nc2ccccc2n1CC(=O)Nc1cccc(S(=O)(=O)N2CCCC2)c1	-1	0.6	-9	-18
42	COc1ccc(OC)c(NC(=O)C2CCCCC2C(=O)O)c1 (configuration not stated)	6	-0.3	1	24
43	CC(=O)c1cccc(NC(=O)CN(Cc2ccccc2)S(C)(=O)=O)c1	-6	1.8	6	-6
44	COc1ccccc1N1CCN(CCC(=O)Nc2ccc(F)cc2)CC1	-8	1.8	-6	9
45	COC(=O)[C@@H](NC(=O)N1CCC(C)CC1)C(C)C	-1	2.5	1	25
46	COc1ccc(CCN2CC(C(=O)NCc3cccc4[nH]ccc34)CCC2=O)cc1 (configuration not stated)	-5	-0.2	-1	-61
47	Cc1cccc(N(C)C(=O)c2cc3cc4ccc(C)cc4nc3o2)c1	7	-2.6	-19	-61
48	CCOc1ccc(-c2nnn(CC(=O)NCc3ccc4c(c3)OCO4)n2)cc1	3	3.8	-5	19

entry	HKDC1 inhibitor	SENP6 inh	SENP7 block	GRIN3A LBD mod
37	1	12	0	-13
38	-5	6	-4	0
39	-25	12	7	0
40	4	-30	-5	-1
41	-6	/	/	1
42	-1	7	0	6
43	-6	-24	-14	0
44	5	23	16	-1
45	-8	-3	-1	-1
46	-4	2	-2	-2
47	17	/	/	-1
48	0	5	6	-1

# (further entries)
entry	structure	PfGluPho inh	MPTP block	ATG4B inhibitor	SENP8 block
49	CN(C)c1ccc2c(O)cc(=O)n(C)c2c1	39	1.4	-5	-286
50	Nc1nc(SCC(=O)Nc2ccc(Cl)c(S(=O)(=O)N3CCOCC3)c2)n[nH]1	-8	1.5	-3	2
51	O=C(CNC(=O)c1cc(Cl)nc2ccccc12)Nc1ccccc1Br	4	-0.6	-10	1
52	CC1=C(C(=O)OC(C)C)C(c2ccncc2)n2ncnc2N1 (configuration not stated)	1	-1.4	-18	24
53	CCc1nn(CC(=O)N2CCN(C)CC2)c(=O)c2cccn12	-14	-2.0	-9	19
54	C=C(C)CC1Nc2ccccc2NC1CC(=C)C (configuration not stated)	14	-1.3	3	-54
55	Cc1cccc(COC(=O)CCCNC(=O)c2ccc(Cl)cc2)c1	1	-0.4	0	1
56	COc1cccc(OCCSc2nc3ccccc3c(=O)[nH]2)c1	-12	-0.4	0	0
57	CS(=O)(=O)N(CC(=O)NC1CCCCC1)Cc1ccc(Cl)cc1	-10	-3.4	-6	9
58	COc1ccc(Cl)cc1NC(=O)c1ocnc1C	-10	1.4	2	4
59	COc1ccc(/C=N/NC(=O)c2ccc(-n3cnnn3)cc2)cc1	-12	-0.3	1	-220
60	COc1cccc(N2[C@@H](CC(C)=O)c3ccc(/C=C/C(C)=O)cc3S2(=O)=O)c1	10	0.5	-2	-3

entry	HKDC1 inhibitor	SENP6 inh	SENP7 block	GRIN3A LBD mod
49	10	6	3	3
50	-5	-18	-3	-1
51	-7	22	-5	0
52	-3	-4	6	0
53	-7	-8	-4	0
54	-1	-22	-2	-3
55	-1	-4	-1	3
56	-4	-17	4	1
57	11	-17	-5	2
58	12	-4	-2	-1
59	-5	-8	-5	0
60	9	1	3	3

# Next section
entry	structure	PfGluPho inh	MPTP block	ATG4B inhibitor	SENP8 block
61	COc1ccc(OC)c(CNC(=O)CCCc2cn(C)c3ccccc23)c1	-6	0.8	10	8
62	C=CCOc1ccccc1CN(C(=O)CCl)c1ccc2c(c1)OCO2	-15	0.3	15	-3
63	CCOC(=O)Cc1cnc(N)s1	-3	-0.1	-22	12
64	CN(C)c1ccc(N/C=C/C(=O)C(F)(F)F)cc1	48	-0.1	-10	23

entry	HKDC1 inhibitor	SENP6 inh	SENP7 block	GRIN3A LBD mod
61	3	6	-5	0
62	21	-13	2	-1
63	3	4	7	1
64	-2	12	12	0
